Compound activity: PubChem, National Center for Advancing Translational Sciences (NCATS)
HttQ103 aggreg: reduces HttQ103-GFP aggregates in PC12 cells; Potency, µM (titrated, usually from 46.1 µM), without a hit: top-dose activity change, negative = inhibition, usual class: inhibitors; hit rate 1.1% among 220,000; AID 1688; PC12 HttQ103-GFP aggregates, Acumen cytometry, 40 h; note: potency is the fitted concentration of half-maximal effect; % is set by controls: 0 for no effect and ±100 for the full control effect; nearly all actives have a fitted effect of over 60% in size
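Steps: seed 1500 PC12 HTTQ103-GFP cells/well; add tebufenozide, 100 nM final; add compound titration; add ATPLite reagent; quantify GFP aggregates by laser scanning cytometry.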
CBFb-RUNX1 inh: inhibitors of human CBF-beta and RUNX1 interaction | Q01196+Q13951 | 230,000 tested, under 10 active | AlphaScreen CBFb-His/RUNX1-biotin binding, biochemical | Potency, µM (top dose mostly 59.8 µM), for inactives: at the highest dose activity, negative = inhibition, hits mostly inhibitors; note: % of control where 0% means no effect
Target sequence (Q01196 whole entry, looked up): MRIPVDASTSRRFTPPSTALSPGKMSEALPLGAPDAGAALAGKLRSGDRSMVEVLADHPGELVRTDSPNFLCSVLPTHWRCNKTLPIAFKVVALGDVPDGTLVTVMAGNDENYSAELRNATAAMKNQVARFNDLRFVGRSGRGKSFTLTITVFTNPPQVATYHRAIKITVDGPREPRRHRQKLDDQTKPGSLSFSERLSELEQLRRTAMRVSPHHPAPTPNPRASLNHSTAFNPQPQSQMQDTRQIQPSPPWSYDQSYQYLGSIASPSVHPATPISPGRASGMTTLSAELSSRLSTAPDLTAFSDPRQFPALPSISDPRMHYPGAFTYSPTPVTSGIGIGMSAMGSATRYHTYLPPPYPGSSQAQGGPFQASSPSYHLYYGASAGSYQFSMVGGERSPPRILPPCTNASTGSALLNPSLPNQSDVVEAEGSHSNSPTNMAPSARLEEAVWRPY
Target sequence (Q13951 whole entry, looked up): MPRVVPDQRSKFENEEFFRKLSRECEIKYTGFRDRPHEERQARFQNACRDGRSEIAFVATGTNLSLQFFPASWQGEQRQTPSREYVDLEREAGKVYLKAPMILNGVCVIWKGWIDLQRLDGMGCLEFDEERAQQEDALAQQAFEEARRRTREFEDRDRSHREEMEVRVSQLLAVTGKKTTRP
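Read-out: AlphaScreen. Format: His-CBF-beta with biotinylated RUNX1 (30 nM each) preincubated 20 min, compound 15 min, Ni-chelate plus streptavidin beads 90 min; room temperature throughout.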
Epigenetic reg: derepresses silenced GFP reporter in murine cells; murine LDR cells, GFP reporter derepression, 30 h; Potency, µM (highest dose often 53.9 µM), for the others: at the top dose GFP activation, most hits filed as activators; hit rate 0.2% among 280,000; note: potency is the fitted concentration of half-maximal effect; % of control where 0% means no effect; nearly all actives have a fitted effect of over 60% in size
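Reporter derepression read as number of fluorescent GFP-positive objects, 20-120 um in size, counted by laser-scanning cytometer. Mouse LDR line with an epigenetically silenced CMV-GFP locus; compound incubation 30 h, 37 C.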
NPSR antagonist: blocks cAMP signaling of the human neuropeptide S receptor; hit rate 1% among 220,000; CHO-NPSR cells, cAMP TR-FRET, antagonist mode; Potency, µM (titrated, usually from 38.3 µM), without a hit: top-dose activity change, negative = inhibition, most hits filed as inhibitors; Q6W5P4; note: potency is the fitted concentration of half-maximal effect; % is set by controls: 0 for no effect and ±100 for the full control effect; nearly all actives have a fitted effect of over 50% in size; many of its hits are not listed in these tables
Target sequence (Q6W5P4 whole entry, looked up): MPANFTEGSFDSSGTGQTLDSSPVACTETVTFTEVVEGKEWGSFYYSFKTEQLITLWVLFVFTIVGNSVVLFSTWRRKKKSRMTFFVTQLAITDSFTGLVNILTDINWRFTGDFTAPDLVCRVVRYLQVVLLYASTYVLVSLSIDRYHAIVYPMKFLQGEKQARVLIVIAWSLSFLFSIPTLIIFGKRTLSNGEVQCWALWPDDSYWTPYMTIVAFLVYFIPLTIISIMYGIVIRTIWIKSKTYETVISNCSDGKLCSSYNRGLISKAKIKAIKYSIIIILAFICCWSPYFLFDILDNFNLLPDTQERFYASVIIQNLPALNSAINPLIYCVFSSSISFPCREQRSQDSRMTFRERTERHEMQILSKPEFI
Lamin A splicing: changes lamin A minigene splicing in HeLa cells. HeLa LMNA splicing GFP/RFP minigene ratio, 48 h. Potency, µM (titrated, usually from 46.1 µM), for the others: top-dose ratio change, negative = inhibition, most hits filed as inhibitors. hit rate 0.01% among 200,000; active = well fitted inhibition curve with a large enough effect in the signal ratio, with a control signal flat, not every such curve was filed as active; inconclusive = small, poorly fitted or top-dose-only effect, or effect the other way, or a change in a side signal; the % refers to the signal ratio; note: potency is the fitted concentration of half-maximal effect; % is set by controls: 0 for no effect and ±100 for the full control effect
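S3 HeLa stable clones carrying a lamin A-EGFP splicing minigene plus DsRed2 were seeded at 600 cells/well in Opti-MEM with 2% FBS, pin-dosed and incubated 48 h at 37°C. Acumen cytometry (488 nm) gave the GFP/RFP total-intensity ratio.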
Luc counter: blocks Kinase-Glo luciferase, a counter-screen artifact | Q27757 | hit rate 0.28% among 200,000 | Potency, µM (top dose mostly 38.3 µM), for inactives: at the top dose activity change, negative = inhibition, hits mostly inhibitors | Kinase-Glo luciferase, ATP luminescence, 8 min; note: potency is the fitted concentration of half-maximal effect; % is set by controls: 0 for no effect and ±100 for the full control effect; nearly all actives have a fitted effect of over 60% in size
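Recombinant Kinase-Glo luciferase, 10 uM ATP (linear range), luciferin; imidazole pH 7.2 / KCl / MgCl2 / Tween / BSA buffer; 8 min RT; luminescence.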
IMPase Li cell: IMPase inhibition in cells with lithium potentiation; CHO-M1 cells, IP1 TR-FRET (IP-One), carbachol + lithium; Potency, µM (series often up to 59.4 µM), inactives show at the top dose activity, negative = IMPase inhibition, most hits filed as inhibitors; hit rate 0.35% among 210,000; AID 1457;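 note: IP1 builds up when IMPase is blocked and the TR-FRET signal falls; potency is the fitted concentration of half-maximal effect; plate controls were basal vehicle for no effect and high inhibitor control for full effect; nearly all actives have a fitted effect of over 50% in size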
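Lithium-sensitised IP1 accumulation assay; M1-expressing CHO cells treated 30 min at 37C with compound. Competitive antibody detection by time-resolved FRET followed a 10 min room-temperature lysis step.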
Active calls of the source: *; u = inconclusive; x = no result given; [ ] = another dose, or the depositor's remark. Unless noted, calls come from the whole dose curve; as a rule, active = well fitted curve in the direction sought with a large enough effect; inconclusive = small, poorly fitted or top-dose-only effect, or another doubt; inactive = no such curve, though single readings can be large; an effect the other way counts as inactive or inconclusive. These rows are one share of the data. The share of hits here may be higher or lower than overall.

Every second line gives: HttQ103 aggreg	CBFb-RUNX1 inh	Epigenetic reg	NPSR antagonist	Lamin A splicing	Luc counter	IMPase Li cell
1	Cc1nccc(-c2cccc(NC(=O)Nc3ccc(Cl)cc3)c2)n1
  -14%[9.22 µM]	3%	-0.3%	7%[7.67 µM]	x	x	x
2	O=C(CN1CCCCCC1)Nc1ccc(F)c(F)c1
  5%	-9%	-1.0%	12%	6%	2%	12%
3	Cn1c(Cc2ccccc2)nnc1SCC(=O)N1CCOCC1
  -6%	3%	0.0%	-3%[46.1 µM]	0%	1%	12%[38.3 µM]
4	O=c1[nH]c2cc3c(cc2cc1CN(Cc1ccccc1)Cc1nnnn1Cc1ccco1)OCCO3
  -4%	-20%	-5.7%	u	u	5%	0%[38.3 µM]
5	COC(=O)C(=C/C=C/N1CCOCC1)C(=O)OC
  0%[9.22 µM]	-2%	0.1%	6%	x	x	x
6	COC(=O)CNC(=O)[C@@]1(Cc2ccccc2)C=C[C@@H](C)N1C(=O)c1ccccc1
  x	4%	2.0%	x	x	-3%	-8%
7	CN(C)S(=O)(=O)c1ccc2c(c1)nc(CCC(=O)NCC1CCCCC1)n2C
  8%	6%	0.0%	-4%[46.1 µM]	u	2%	17%[38.3 µM]
8	CCCCC12CN3CCN(CC(C3)/C1=N\NC(=O)c1ccccc1N)C2
  -26%	3%	-1.9%	13%	-5%	1%	-2%
9	CCOC(=O)c1[nH]c2cc(OC)c(OC)cc2c1NC(=O)CCN1CCSCC1
  -8%[9.22 µM]	9%	-4.5%	-2%	x	x	x
10	CCOC(=O)C(NCCc1ccc(F)cc1)(NC(=O)CC)C(F)(F)F (stereo not drawn)
  4%	7%	-1.8%	5%	1%	4%	4%
11	O=C(NC(c1ccccc1)c1ccccc1)C1CCCC1
  15%	27%	-1.6%	-19%	u	-1%	2%
12	COc1ccc(C2N3CC4(C)CN2CC(C)(C3)C4O)cc1OC (stereo not drawn)
  -9%	-17%	0.0%	-2%[46.1 µM]	-4%	1%	1%
13	Fc1ccc(-c2nnsc2Sc2ccccn2)cc1
  -27%	3%	-1.9%	-20%	-15%[46 µM]	1%	20%
14	COc1ccc(OC)c2c1sc(=NC(=O)C(C)(C)C)n2C
  -16%	1%	-4.5%	u	2%	-1%	-4%[38.3 µM]
15	NC(=O)CC(NC(=S)NCc1ccccc1)C(=O)O (stereo not drawn)
  24%	6%	0.0%	-2%[46.1 µM]	4%	1%	16%[38.3 µM]
16	Cc1ccc(N2CCN(/N=C/C=C/c3ccccc3)CC2)cc1
  -1%	-7%	0.0%	-10%[46.1 µM]	0%	3%	2%
17	CCN(CC)C(=O)c1sc(NC(=O)c2ccc(Br)o2)c(C(=O)OC)c1C
  -24%	3%	-1.2%	u	16%	-4%	31%[38.3 µM]
18	CCOc1ccc(CN(C)C(=O)CCl)cc1
  -1%[9.22 µM]	-1%	-1.5%	-14%	x	-1%	10%
19	CNC(=O)/C(C#N)=C/c1cn(CC(=O)OC)c2ccccc12
  -8%[9.22 µM]	5%	2.5%	22%	x	x	x
20	CCOC(=O)c1cc(-c2ccccc2)sc1NC(=O)C(C)Sc1nnnn1C (stereo not drawn)
  -3%	1%	-4.3%	-23%[46.1 µM]	9%	0%	10%[38.3 µM]
21	O=C(O)Cn1nc(C(F)(F)F)c2c1CCC2
  8%	5%	-1.0%	-3%[46.1 µM]	6%	-4%	1%[38.3 µM]
22	Cn1c(CNc2cccc(Cl)c2)nnc1SCC#N
  -13%	0%	-0.1%	12%	x	1%	-2%
23	Cc1ccc(C(NC(=O)N2CC(C)OC(C)C2)C(Cl)Cl)cc1F (stereo not drawn)
  u	14%	0.0%	-7%	u	-1%	13%
24	CCOC(=O)c1ccccc1NC(=O)COC(=O)c1ccc(C)c(S(=O)(=O)N2CCOCC2)c1
  -10%	-2%	-0.9%	-28%[46.1 µM]	3%	-3%	8%[38.3 µM]
25	O=C(CC1Sc2ccccc2NC1=O)Nc1ccccc1[N+](=O)[O-] (stereo not drawn)
  8%	-6%	0.0%	11%	3%	-2%	1%
26	Cc1ccc(/C=C(\C#N)C(=O)NCC2CCCO2)o1 (stereo not drawn)
  0%	0%	1.1%	-2%	-9%	1%	6%
27	Cc1noc(C)c1COc1cccc(C(=O)NC(C)(C)C)c1
  9%	14%	-1.3%	-15%	-11%[46 µM]	-1%	2%
28	CC(=O)OC[C@@]1(O)C[C@@]23CC[C@@H]4c5ccoc5CC[C@@]4(C)[C@@H]2CCC1C3
  x	-11%	-1.1%	x	x	1%	17%
29	COc1ccc(N(/N=C2\Sc3ccccc3C2=O)C(C)=O)cc1
  19%	-29%	0.0%	7%	-18%[9.22 µM]	0%	13%
30	CCOc1ccccc1N(CC(=O)Nc1ccccc1C(=O)NCc1ccco1)S(C)(=O)=O
  3%	2%	-1.1%	-14%[46.1 µM]	-1%	5%	-3%[38.3 µM]
31	CCc1ccccc1NC(=O)N[C@H](C(=O)O)C(C)CC (stereo partly drawn)
  -6%[9.22 µM]	5%	-1.8%	-4%[46.1 µM]	3%	3%	19%[38.3 µM]
32	COc1ccc(C=O)cc1COc1c(F)c(F)cc(F)c1F
  6%	19%	2.2%	-12%[46.1 µM]	2%	-5%	20%[38.3 µM]
33	CC(C)CCNC(=O)c1onc(CSc2ccc(Cl)cc2)c1C(=O)NCCC(C)C
  -23%[9.22 µM]	19%	9.7%	-7%	x	x	x
34	CCCCCCC(=O)Nc1nc(C)c(-c2csc(Nc3cc(Cl)ccc3C)n2)s1
  -12%	u	-0.9%	2%[46.1 µM]	11%[0.0737 µM]	0%	1%[38.3 µM]
35	CCCn1c(=O)n(C)c(=O)c2c(SCC(=O)NCc3ccco3)nc(C3CC3)nc21
  -7%	-6%	-0.2%	-15%[46.1 µM]	11%	-2%	9%[38.3 µM]
36	COc1cccc(CNS(=O)(=O)c2cccc(S(=O)(=O)N3CCOCC3)c2)c1
  2%	2%	0.0%	-8%[46.1 µM]	-4%	2%	34%[38.3 µM]
37	Cc1ccccc1N1CC(C(=O)Nc2nnc(SCC(=O)Nc3nccs3)s2)CC1=O (stereo not drawn)
  13%	-20%	1.0%	9%	u	0%	-19%
38	CC(=O)c1ccc(S(=O)(=O)N2CCN(C(C)=O)CC2)cc1
  23%	0%	-1.5%	21%	-7%[46 µM]	-2%	-1%
39	CCC1CC2CC(NC(C)=O)C1C2 (stereo not drawn)
  21%	0%	-1.5%	-2%[46.1 µM]	9%	-1%	-10%[38.3 µM]
40	COC(=O)C1=C(N)Oc2c(oc(CO)cc2=O)C1c1c(F)cccc1Cl (stereo not drawn)
  -19%	-8%	-1.2%	-12%	x	0%	7%
41	COc1ccc(C2=CC(c3ccc(C)cc3)n3nnnc3N2)cc1 (stereo not drawn)
  u	-2%	0.0%	-7%[46.1 µM]	u	-6%	-15%[38.3 µM]
42	O=C(c1ccccc1)c1nn(-c2cccc(Cl)c2)ccc1=O
  0%[9.22 µM]	7%	0.0%	-18%	x	x	x
43	CCCN1Cc2cccc(C(=O)NC(C)c3cccs3)c2C1=O (stereo not drawn)
  -3%	9%	1.4%	-11%[46.1 µM]	0%	-2%	27%[38.3 µM]
44	O=C(Nc1nc2ccc(SC(F)F)cc2s1)c1ccc2c(c1)S(=O)(=O)c1ccccc1C2=O
  u	-11%	0.0%	9%	-10%	-3%	-4%
45	Nc1c(NCc2ccccc2)c2ccccc2oc1=O
  -19%	-3%	-1.1%	-20%[46.1 µM]	-11%	7%	13%[38.3 µM]
46	CC1(C)CC2CC(C)(CN2C(=O)c2cccs2)C1 (stereo not drawn)
  11%	-4%	1.0%	-7%[46.1 µM]	-8%	-4%	18%[38.3 µM]
47	CN(Cc1ccccc1)S(=O)(=O)c1ccc(OCC(=O)Nc2cccc([N+](=O)[O-])c2)cc1
  4%	2%	-0.9%	-17%[46.1 µM]	-7%	x	x
48	N#Cc1nc(COc2ccc(F)cc2)oc1N1CCN(Cc2ccccc2)CC1
  -10%	u	-7.9%	u	-14%	-2%	24%[38.3 µM]
49	O=c1ccn(Cc2ccc(F)cc2)c2ccnc(C(F)(F)F)c12
  6%	-9%	-1.2%	16%	u	-1%	10%
50	COC(=O)c1cc(-c2ccc(OC)cc2)n[nH]1
  0%[9.22 µM]	0%	-1.3%	10%	u	-5%	0%
51	COc1ccc(NC(=S)Nc2cc(C(F)(F)F)ccc2F)cc1
  -6%	2%	-0.1%	-11%	x	1%	-1%
52	c1ccc(C2CC(c3ccccc3)n3c(nc4ccccc43)N2)cc1 (stereo not drawn)
  -13%	-8%	1.3%	-2%[46.1 µM]	-1%	-1%	4%
53	COCCNC(=O)[C@@]1(Cc2ccccc2)C=C[C@@H](C)N1C(=O)OC
  x	2%	-2.1%	x	x	-6%	-18%
54	COc1cccc2c1OC(=O)CC2c1ccccc1C (stereo not drawn)
  x	5%[89.1 µM]	-2.8%[96.6 µM]	x	x	2%[39.9 µM]	2%
55	CCCn1c(=O)c2ccccc2n2c(SCc3c(C(=O)OCC)oc4ccccc34)nnc12
  0%	3%	-1.4%	-26%[46.1 µM]	-10%	-2%	-19%[38.3 µM]
56	CCOc1cc(NC(=S)NCCCOC)c(OCC)cc1NC(=O)c1ccco1
  11%	-1%	0.0%	3%	1%	-2%	8%
57	Cc1noc(C)c1C(=O)N1CCN(c2ccc(OCc3ccccc3)cc2)CC1
  31%[9.22 µM]	6%	-1.1%	3%	x	x	x
58	COc1ccc(/C=C/C(=O)O)cc1S(=O)(=O)NC1CCS(=O)(=O)C1 (stereo not drawn)
  u	16%	-5.5%	6%	x	-1%	-8%

Numbers 55 through 58, quoted:
Every second line gives: HttQ103 aggreg	CBFb-RUNX1 inh	Epigenetic reg	NPSR antagonist	Lamin A splicing	Luc counter	IMPase Li cell
55	CCCn1c(=O)c2ccccc2n2c(SCc3c(C(=O)OCC)oc4ccccc34)nnc12
  0%	3%	-1.4%	-26%[46.1 µM]	-10%	-2%	-19%[38.3 µM]
56	CCOc1cc(NC(=S)NCCCOC)c(OCC)cc1NC(=O)c1ccco1
  11%	-1%	0.0%	3%	1%	-2%	8%
57	Cc1noc(C)c1C(=O)N1CCN(c2ccc(OCc3ccccc3)cc2)CC1
  31%[9.22 µM]	6%	-1.1%	3%	x	x	x
58	COc1ccc(/C=C/C(=O)O)cc1S(=O)(=O)NC1CCS(=O)(=O)C1 (stereo not drawn)
  u	16%	-5.5%	6%	x	-1%	-8%
